# Compound activity deposited in PubChem BioAssay by several laboratories.
# LYP inhibition – inhibitors of LYP phosphatase, biochemical, fluorescence intensity, uHTS (AID 1779) | one-dose inhibition, % at 11.5 µM; IC50 in µM for titrated hits | 290,000 tested, 0.054% active | recombinant LYP phosphatase, fluorescence intensity; higher % means a stronger effect;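 also: plate controls were vehicle with enzyme for no effect and no enzyme for full effect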
# SIAH1 antagonists – blockers of Siah-1 interaction with plectin peptide – biochemical, fluorescence polarization, rhodamine-plectin, uHTS, primary screen (AID 1817) | Siah-1 / rhodamine-plectin peptide fluorescence polarization; higher % means a stronger effect | displacement, % at 20 µM, or IC50 in µM where a hit was titrated | 290,000 tested, 0.02% active;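 active = displacement of at least 50% at 20 µM, with a fluorescence ratio check between 0.3 and a set limit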;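 also: plate controls were Siah plus tracer with DMSO for no effect and tracer alone without Siah for full effect; strong numbers were not always called active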
# PMI inhibition – human PMI inhibitors, high substrate, primary screen, biochemical, fluorescence intensity, high mannose 6-phosphate (AID 1220); 190,000 tested, 0.66% active; inhibition, % at 20 µM; hits with a dose series show IC50 in µM; recombinant PMI enzyme, coupled fluorescence intensity; higher % means a stronger effect
# AID2073 – disruptors of CaV2.2 binding to Mint1 – biochemical, HTRF (AID 2073); HTRF protein-protein interaction, Mint1-CaV2.2; higher % means a stronger effect; inhibition, % at 20 µM; hits with a dose series show IC50 in µM; 290,000 tested, 0.19% active; in the data active = inhibition mostly above about 51%, no sharp cut-off; also: some results filed as inactive read as strong as hits
# PMI inhibitors – inhibitors of human PMI, primary screen, biochemical, fluorescence intensity, coupled assay (AID 1209); purified PMI enzyme, coupled fluorescence intensity; higher % means a stronger effect; one-dose inhibition, % at 20 µM; IC50 in µM for titrated hits; 190,000 tested, 0.42% active;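 also: plate controls were DMSO vehicle for no effect and wells lacking substrate for full effect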
# P. falciparum M17LAP – P. falciparum M17LAP inhibitors, primary screen, biochemical, fluorogenic H-Leu-NHMec substrate, 1536-well (AID 1619) | recombinant M17LAP, H-Leu-NHMec fluorogenic kinetic assay; higher % means a stronger effect | one-dose inhibition, % at 30 µM; IC50 in µM for titrated hits | 220,000 tested, 0.38% active;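 active = compound inhibiting the enzyme by more than half at any dose during confirmatory dose-response retesting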;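 also: plate controls were full reaction with DMSO carrier for no effect and no enzyme background for full effect; strong numbers were not always called active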
# Dynein cargo inh – dynein cargo transport inhibition. 3617.4 mouse cells, GR-EGFP nuclear translocation imaging; test concentration mostly 20 µM; stimulated with dexamethasone, 1 µM; hits give low values. z-score, hits read low. 220,000 tested, 0.47% active;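 active = plate z-score of nuclear minus cytoplasmic receptor signal below a set negative limit, without overly bright fluorescence or cell loss, cut at about -3.5 in these data, passing the limit was not always enough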;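 also: z-score of nuclear minus cytoplasmic ring GR-EGFP intensity difference per well; some compounds called inactive have numbers as strong as hits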
#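 Buffer or medium: tet-free, stripped-serum medium; reagent: dexamethasone at 1.0 µM final, 30 min; incubation: 48 h induction, 1 h compound, 30 min dex at 37 °C; measured by: formaldehyde fixation, Hoechst nuclear stain, 10x automated fluorescence imaging; read-out: nuclear-to-cytoplasmic GR-EGFP distribution per well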
# XIAP antagonists – small molecules displacing peptide from XIAP – biochemical, IAP family, fluorescence polarization (AID 1018) | XIAP BIR domain, fluorescence polarization peptide displacement; higher % means a stronger effect | displacement, % at 20 µM; hits with a dose series show IC50 in µM | 200,000 tested, 0.007% active; in the data active = displacement above about 50%; also: a part of the inactive calls stands beside numbers as strong as those of hits
# M1AAP inhibition – malaria alanyl aminopeptidase activity blockers – biochemical, fluorogenic H-Leu-NHMec substrate, 1536-well (AID 1445); recombinant M1AAP, H-Leu-NHMec fluorogenic kinetic assay; higher % means a stronger effect; inhibition, % at 30 µM; hits with a dose series show IC50 in µM; 220,000 tested, 0.42% active;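 active = primary inhibition above the hit cutoff, then over 50% inhibition at one or more dose response concentrations, cut at about 23% in these data, passing the limit was not always enough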;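 also: plate controls were DMSO full reaction for no effect and no enzyme background for full effect; strong numbers were not always called active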
# Dynein cargo inh cytoplasmic EGFP – further read-out of Dynein cargo inh, marked with its call; z-score; measured here: cytoplasmic GR-EGFP intensity; hits give high values
# Dynein cargo inh nuclear GR-EGFP – further read-out of Dynein cargo inh, marked with its call; z-score; measured here: nuclear GR-EGFP intensity;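 lower value marks the stronger effect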
# Dynein cargo inh cell count – also measured in Dynein cargo inh; calls as there; z-score; measured here: cell count per field
# Numbers without * were called inactive; x = not tested or not shown. Rule as the data show it, unless noted: active = inhibition above about 50%; inactive = the rest.
No.	compound	LYP inhibition	SIAH1 antagonists	PMI inhibition	AID2073	PMI inhibitors	P. falciparum M17LAP
1	O=C(NC(=S)Nc1cccc(NC(=S)NC(=O)c2ccco2)n1)c1ccco1	3%	0%	5%	41%	14%	15%
2	COc1ccccc1/C=C/C=N/NC(=O)c1ccc(=O)n(C)c1	-1%	6%	8%	-7%	20%	5%
3	Cc1ccc(-n2ncc3c(NCc4ccccn4)ncnc32)c(C)c1	0%	1%	0%	4%	9%	-8%
4	C1=C(CCNc2ncnc3c2[nH]c2ccccc23)CCCC1	2%	-14%	15%	-2%	18%	-3%
5	Cc1cc(C)c2nc(C)cc(Nc3ccc(C(=O)N(C)C)cc3)c2c1	-5%	-1%	x	10%	x	1%
6	Cc1ccc(C(=O)N(CN2CCCC2=O)c2ccc(F)cc2)cc1	-1%	-2%	-7%	0%	2%	7%
7	COc1ccc(OC)c(NC(=O)C2CCN(c3cc(-c4ccccc4)nc4ncnn34)CC2)c1	-6%	-2%	9%	7%	15%	-4%
8	Cc1nccn1-c1cc(C(C)(C)C)nc2c(-c3ccccc3)cnn12	-3%	0%	13%	9%	12%	1%
9	COc1ccc(C)cc1NC(=S)NC12CN3CN(CN(C3)C1)C2	-6%	-2%	21%	-8%	8%	-1%
10	Cc1nc(C)c(/C(O)=C/c2nc3ccc([N+](=O)[O-])cc3oc2=O)o1	-4%	-1%	18%	11%	2%	18%

No.	Dynein cargo inh	Dynein cargo inh cytoplasmic EGFP	Dynein cargo inh nuclear GR-EGFP	Dynein cargo inh cell count	XIAP antagonists	M1AAP inhibition
1	0.23	-0.21	-0.13	0.1	-10%	8%
2	0.076	-0.044	0.19	0.6	-7.5%	15%
3	-0.3	-0.18	0.16	0.46	-0.8%	-8%
4	-0.01	-0.083	0.33	-0.69	-11%	1%
5	-0.34	-0.21	-0.14	0.45	x	9%
6	-0.7	0.45	0.0032	0.77	-2.1%	1%
7	-0.15	-0.11	0.17	0.32	-7.2%	8%
8	-0.49	-0.22	-0.67	0.38	-5.3%	-1%
9	-0.77	-0.22	-0.15	0.2	-11%	4%
10	0.53	-0.37	-0.32	-0.3	-16%	3%

# Next part:
No.	compound	LYP inhibition	SIAH1 antagonists	PMI inhibition	AID2073	PMI inhibitors	P. falciparum M17LAP
11	CN(C)/C=C/C(=O)c1cnc(-c2ccccc2Cl)s1	-4%	1%	1%	0%	-8%	4%
12	CC(=O)c1ccccc1OC(=O)COc1ccc(Cl)cc1C	-2%	-3%	6%	18%	6%	-2%
13	Cc1cc(NC(=O)CCC(=O)NNC(=O)c2ccc(C(C)(C)C)cc2)no1	-4%	11%	-2%	-4%	-1%	2%
14	COc1ccccc1/C=C/C=N/NC(=O)CCn1nnc2ccccc21	1%	4%	10%	5%	12%	2%
15	CCC(=O)Oc1ccc2c(C)cc(=O)oc2c1C(=O)c1ccccc1	-3%	5%	-8%	1%	-8%	10%
16	CSc1nnc(CNC(=O)c2ccccc2)n1-c1cccc(C)c1	-4%	6%	-3%	11%	2%	-4%
17	O=C(Nc1ccc(Cl)cc1C(=O)N1CCOCC1)c1ccco1	-7%	9%	9%	3%	7%	1%
18	Cc1nc(Cl)c(C(=O)NCc2ccccc2)c(C)c1Cl	1%	3%	-11%	4%	-6%	-1%
19	COC(=O)Nc1ccc(Cn2cc(C(F)(F)F)ccc2=O)cc1	-3%	0%	4%	2%	-23%	-4%
20	CC1C(=O)C(C)(C)C(=O)OC1c1ccccc1 (stereo unspecified)	-10%	12%	x	-8%	x	-1%

No.	Dynein cargo inh	Dynein cargo inh cytoplasmic EGFP	Dynein cargo inh nuclear GR-EGFP	Dynein cargo inh cell count	XIAP antagonists	M1AAP inhibition
11	-0.35	-0.00033	-0.25	0.08	-2.4%	14%
12	-0.85	-0.14	-0.1	0.32	-3.3%	6%
13	1.3	-0.28	0.18	-0.4	-0.2%	1%
14	-0.15	-0.21	0.22	-0.56	0.3%	15%
15	-0.36	-0.21	-0.28	-0.19	-6.7%	18%
16	-0.51	-0.23	0.0073	0.62	-2.3%	1%
17	0.58	-0.25	0.17	-0.79	-5.0%	8%
18	-0.71	-0.31	-0.23	0.99	-6.4%	1%
19	1.2	-0.25	0.86	-0.49	-8.4%	1%
20	-0.62	-0.26	-0.42	0.82	x	-2%

# Record cards (already shown). Screens in order: LYP inhibition | SIAH1 antagonists | PMI inhibition | AID2073 | PMI inhibitors | P. falciparum M17LAP | Dynein cargo inh | Dynein cargo inh cytoplasmic EGFP | Dynein cargo inh nuclear GR-EGFP | Dynein cargo inh cell count | XIAP antagonists | M1AAP inhibition
# Shown for CCC(=O)Oc1ccc2c(C)cc(=O)oc2c1C(=O)c1ccccc1 : -3% | 5% | -8% | 1% | -8% | 10% | -0.36 | -0.21 | -0.28 | -0.19 | -6.7% | 18%
# Shown for Cc1ccc(C(=O)N(CN2CCCC2=O)c2ccc(F)cc2)cc1 : -1% | -2% | -7% | 0% | 2% | 7% | -0.7 | 0.45 | 0.0032 | 0.77 | -2.1% | 1%
# Shown for Cc1nc(Cl)c(C(=O)NCc2ccccc2)c(C)c1Cl : 1% | 3% | -11% | 4% | -6% | -1% | -0.71 | -0.31 | -0.23 | 0.99 | -6.4% | 1%
# Shown for CC(=O)c1ccccc1OC(=O)COc1ccc(Cl)cc1C : -2% | -3% | 6% | 18% | 6% | -2% | -0.85 | -0.14 | -0.1 | 0.32 | -3.3% | 6%
# Shown for Cc1cc(NC(=O)CCC(=O)NNC(=O)c2ccc(C(C)(C)C)cc2)no1 : -4% | 11% | -2% | -4% | -1% | 2% | 1.3 | -0.28 | 0.18 | -0.4 | -0.2% | 1%

# Other entries:
No.	compound	LYP inhibition	SIAH1 antagonists	PMI inhibition	AID2073	PMI inhibitors	P. falciparum M17LAP
21	CCc1nnc(NC(=O)c2c(O)c3cccc4c3n(c2=O)CC4)s1	0%	1%	13%	12%	22%	x
22	Cc1cc(=O)[nH]c(-n2nc(C)c(Oc3ccccc3O)c2C)n1	-7%	6%	8%	5%	16%	1%
23	CC1CCN(CCCn2c(SCC(=O)Nc3ccccc3Cl)nc3ccccc3c2=O)CC1	-3%	5%	4%	2%	9%	-2%
24	CCn1cc([N+](=O)[O-])c(C(=O)Nc2ccn(Cc3ccccc3F)n2)n1	-12%	-2%	-4%	-2%	8%	7%
25	CC(=O)NCC(=O)N[C@@H](CC(=O)OCc1ccccc1)C(=O)OCc1ccccc1	0%	-2%	x	5%	x	-3%
26	COc1ccc(OC)c2[nH]c(=O)c(CCNC(C)=O)cc12	-3%	1%	20%	11%	15%	-4%
27	COc1ccc(OCc2ccc(C(=O)NN)cc2)cc1	-2%	2%	3%	-3%	13%	-2%
28	CCCC1C(C#N)=C(N)Oc2n[nH]c(C(C)(C)C)c21 (stereo unspecified)	1%	-2%	27%	-2%	28%	28%
29	CCOC(=O)C1(Cc2ccc(OC)cc2)CCN(C(=O)[C@@H]2CCCN2C(C)=O)CC1	1%	-3%	x	4%	x	1%
30	COc1ccc(C2CC(c3ccc(Cl)cc3)=NN2C(=O)c2cccc([N+](=O)[O-])c2)cc1 (stereo unspecified)	12%	2%	19%	11%	24%	0%

No.	Dynein cargo inh	Dynein cargo inh cytoplasmic EGFP	Dynein cargo inh nuclear GR-EGFP	Dynein cargo inh cell count	XIAP antagonists	M1AAP inhibition
21	x	x	x	x	-1.5%	x
22	-0.53	-0.27	0.12	0.42	-7.0%	0%
23	0.83	-0.031	0.6	-1.9	-5.6%	3%
24	0.8	0.16	0.96	0.8	-7.7%	5%
25	-0.35	-0.28	-0.57	-0.13	x	1%
26	-0.21	-0.19	0.16	0.034	-4.0%	-5%
27	-1.3	-0.28	-0.59	0.7	-9.4%	8%
28	2.5	-0.028	2.5	-2.3	0.6%	6%
29	1.9	-0.056	0.83	-2.1	x	8%
30	-0.011	-0.2	-0.14	-0.19	-25%	13%

# Other results.
No.	compound	LYP inhibition	SIAH1 antagonists	PMI inhibition	AID2073	PMI inhibitors	P. falciparum M17LAP
31	CCN(C(=O)Cc1c(C(=O)O)[nH]c2ccccc12)c1ccc(OC)cc1	-3%	3%	13%	-9%	-6%	11%
32	CC(C)c1nc2sc3c(=S)nc[nH]c3c2c2c1CCC2	-5%	12%	x	21%	x	8%
33	O=Nc1c(O)n(Cc2ccc(Cl)c(Cl)c2)c2ccccc12	2%	1%	15%	-6%	12%	7%
34	Cc1ccccc1NN=Nc1nc2c([nH]1)c(=O)n(C)c(=O)n2C	0%	-5%	-53%	4%	-40%	-7%
35	COc1ccccc1CNS(=O)(=O)c1c(C)noc1C	-2%	2%	37%	0%	11%	-3%
36	O=C(NNC(=O)c1ccccn1)c1cccc([N+](=O)[O-])c1	-2%	1%	-1%	-12%	15%	16%
37	O=C(Nc1cccc(OC(=O)c2cccnc2)c1)c1cccnc1	2%	0%	1%	-2%	-4%	-10%
38	COC(=O)c1c(NC(=O)Nc2ccc(Cl)cc2)sc(C)c1C	-1%	2%	-9%	7%	-1%	7%
39	N#Cc1ccccc1CSc1nc(N2CCCCC2)nc(N2CCCCC2)n1	4%	-3%	5%	1%	8%	6%
40	O=C1c2cccc3c(Cl)ccc(c23)C(=O)N1O	-6%	0%	16%	0%	10%	27%
41	CC(Cc1ccccc1)C(=O)N[C@@H](CO)Cc1ccccc1 (stereo partly specified)	-8%	-1%	0%	-1%	7%	4%

No.	Dynein cargo inh	Dynein cargo inh cytoplasmic EGFP	Dynein cargo inh nuclear GR-EGFP	Dynein cargo inh cell count	XIAP antagonists	M1AAP inhibition
31	-1.6	-0.21	-1	0.76	-5.0%	3%
32	-0.16	-0.18	0.51	0.2	x	4%
33	3	-0.17	0.97	-1.8	-1.7%	6%
34	0.78	-0.28	0.31	-0.15	-10%	0%
35	0.18	-0.048	0.42	0.13	-4.1%	4%
36	0.15	-0.17	-0.03	-0.33	3.3%	-11%
37	0.33	-0.28	0.27	0.69	-2.9%	-2%
38	-0.19	-0.067	-0.16	0.009	0.6%	5%
39	-0.38	-0.27	-0.28	-0.54	-3.7%	7%
40	-0.52	-0.17	0.071	-0.2	-4.5%	13%
41	0.57	-0.24	0.59	0.71	-11%	3%
